# High-throughput results (PubChem BioAssay)
# EWS-Fli block: EWS/Fli-driven NR0B1 reporter inhibitors, primary screen, A673 cells, NR0B1 luciferase, luminescence, MLPCN library; 350,000 tested, 0.67% active; viability-normalised; inhibition, % at 12.6 µM;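 active means mean inhibition of at least 50% after viability correction, with every replicate also passing that limit; inconclusive means mean reaches 50% but only one of two replicates passes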;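 further: firefly luciferase signal divided by Alamar Blue viability fluorescence both relative to DMSO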
# DENV2 CPE rescue: inhibitors of DENV2 cytopathic effect, primary screen, cell-based, plate reader, single concentration; DENV2-infected cells, cytopathic effect rescue; CPE inhibition, % at 9.99 µM; 350,000 tested, 1.7% active; AID 651640, 2012; in the data active means CPE inhibition above about 20%, passing the limit was not always enough; inconclusive means no clear call, values can overlap the other calls; tested in BHK-21 cells;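 further: 0% = median of neutral control wells and 100% = median of positive control wells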
# FN deposit inh: inhibitors of fibronectin matrix deposition, primary screen, AH1F cells, Alexa488-fibronectin fluorescence, plate reader | 350,000 tested, 0.086% active | AH1F fibroblasts, overnight | inhibition, % at 12.6 µM;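 active means mean inhibition across replicates of 30% or more, regardless of how many single replicates reach that level; inconclusive means mean under 30% yet at least half of replicates reach 30%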;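 further: positive control wells lacked labelled fibronectin entirely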
#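 Assay system: AH1F fibroblasts / Quantity: 10000 cells per well / Medium: DMEM plus 2% serum, read in PBS / Reagent: labelled fibronectin 24 nM / Dosing: single dose, pinned / Times: 1 h cell attachment, overnight exposure to compound and label / Signal: fluorescence, ex 485 nm, em 525 nm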
# miR-122 sensor: miR-122 Renilla sensor signal increase in Huh7, primary screen, miR-122 inhibitor project, cell-based, single point, plate reader | activation (reporter increase), % at 12.5 µM | Huh7 miR-122 Renilla luciferase sensor, 48 h; neutral wells = 0, positive control = 100 | 340,000 tested, 0.3% active;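 active means mean replicate activation score at least 90 and every replicate individually at or above 90; inconclusive means only one of the two criteria met; inactive means neither criterion met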;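 further: higher luciferase means less miR-122 activity so hits act as miR-122 inhibitors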
# PAX8 inh HTS: inhibitors of PAX8-driven TPO luciferase reporter, primary screen, RMG-I cells, single concentration; SteadyGlo, 24 h; AID 652154, 2013; inhibition, % at 12.6 µM; 360,000 tested, 1.2% active;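 active means mean replicate inhibition at least 60% with every replicate also reaching 60%; inconclusive means only one of the two criteria is met; inactive means mean below 60% and not all replicates reaching 60%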;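 further: luciferase light reporting Pax8 driven TPO promoter activity; plate controls were median of neutral control wells for no effect and mitoxantrone controls for full effect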
# CFTR F508del cor: F508del CFTR correction, initial screen, CFBE line, single point | CFBE cells, YFP halide quenching; stimulated with forskolin plus potentiator P3; % fluorescence drop versus neutral controls | activity (quench increase), % at 7.58 µM | 350,000 tested, 0.36% active | AID 720511, 2013;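 active means mean added fluorescence quench of at least 8% versus neutral control, with both replicates also reaching 8%; inconclusive means only one of the mean or replicate conditions met; inactive means mean below 8% and not both replicates reaching 8%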;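 further: cells transiently co-express mutant CFTR-F508del with the halide-sensitive YFP; corrector assay measuring rescue of mutant channel to the surface after 24 h compound exposure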
# GSIS activator: GLuc luminescence reporter in INS-1E cells, primary screen for activators of glucose-dependent secretion of insulin. activation, % at 16.6 µM. 370,000 tested, 0.61% active. AID 743287, 2014. INS-1E GLuc reporter insulin secretion, 2-3 h;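 active means lowest replicate activation of at least 40%, so every replicate reaches that level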;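 further: 0% = median of neutral control wells and 100% = median of IBMX positive control wells; some compounds called inactive have numbers as strong as hits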
# * marks the source's active call; other numbers are inactive results; ? = inconclusive; · = no result given; [ ] = another dose, or the depositor's remark.
SMILES,EWS-Fli block,DENV2 CPE rescue,FN deposit inh,miR-122 sensor,PAX8 inh HTS,CFTR F508del cor,GSIS activator
CCN(C(=O)COC(=O)C1CCN(S(=O)(=O)c2ccc3c(c2)OCCO3)CC1)C1CCCCC1,-2.0,-3.3,-1.1,-5.7,9.7,0.6,-15.2
O=C(C1=C(O)C(=O)N(CCN2CCOCC2)C1c1cccc(O)c1)c1cc2ccccc2o1 (stereo not drawn),·,9.5,·,-1.7,-6.6,1.5,-2.9
CC1Sc2ccc(C(=O)NCc3ccccc3Cl)cc2NC1=O (stereo not drawn),-14.6,-6.0,6.9,7.3,-4.1,3.6,·
CC(=O)Nc1nc(CCN2C(=O)c3ccccc3C2=O)cs1,0.2,17.7,-0.7,·,6.0,-0.7,-9.2
COc1ccc(-c2csc(/C=C/c3ccc4c(c3)OCO4)n2)cc1OC,·,·,2.6,·,17.2,·,14.6
COc1ccc(C2C(=O)c3ccccc3C2=O)cc1OC,-38.3,6.8,-4.7,-12.6,-22.9,2.1,-1.0
COc1ccc(CCC2CCNCC2)cc1,-14.5,1.8,-4.0,2.4,4.1,0.6,8.7
COc1ccc(NC(=O)C(=O)NCCO)cc1Cl,·,·,2.8,·,-24.2,·,8.3
O=C(c1ccc(F)cc1)N1CC(=O)N2[C@H](C1)[C@H](c1ccc(-c3cccnc3)cc1)[C@@H]2CO,8.5,1.3,·,·,9.9,3.1,0.1
CN(C(=O)CCS(=O)(=O)c1cc2c(cc1Cl)NC(=O)CO2)C1CCCCC1,2.9,-5.0,6.9,1.6,2.6,-3.6,·

# Record cards, from the list above. Order of screens: EWS-Fli block, DENV2 CPE rescue, FN deposit inh, miR-122 sensor, PAX8 inh HTS, CFTR F508del cor, GSIS activator
# `CC(=O)Nc1nc(CCN2C(=O)c3ccccc3C2=O)cs1` reads 0.2, 17.7, -0.7, ·, 6.0, -0.7, -9.2
# `O=C(C1=C(O)C(=O)N(CCN2CCOCC2)C1c1cccc(O)c1)c1cc2ccccc2o1` (stereo not drawn) reads ·, 9.5, ·, -1.7, -6.6, 1.5, -2.9
# `COc1ccc(-c2csc(/C=C/c3ccc4c(c3)OCO4)n2)cc1OC` reads ·, ·, 2.6, ·, 17.2, ·, 14.6

# Sorted by the number under DENV2 CPE rescue (highest first): 3 from the list above
canonical_smiles	DENV2 CPE rescue	miR-122 sensor	CFTR F508del cor	GSIS activator
COc1ccc(C2C(=O)c3ccccc3C2=O)cc1OC	6.8	-12.6	2.1	-1.0
COc1ccc(CCC2CCNCC2)cc1	1.8	2.4	0.6	8.7
O=C(c1ccc(F)cc1)N1CC(=O)N2[C@H](C1)[C@H](c1ccc(-c3cccnc3)cc1)[C@@H]2CO	1.3	·	3.1	0.1

# Further compounds follow.
SMILES,EWS-Fli block,DENV2 CPE rescue,FN deposit inh,miR-122 sensor,PAX8 inh HTS,CFTR F508del cor,GSIS activator
COc1cc(SC)ccc1C(=O)Nc1cccc(S(=O)(=O)NC2=NCCCCC2)c1,7.5,?,-1.1,-1.1,15.0,1.4,-15.1
c1ccc(-c2cn(C[C@H]3CC[C@@H]([C@@H]4CC[C@H](Cn5cc(-c6ccccc6)nn5)O4)O3)nn2)cc1,1.4,33.9*,-2.2,-0.3,14.9,-2.3,-6.7
O=S(=O)(c1cccs1)N1CCCCN2[C@H](CO)[C@H](c3ccc(-c4ccccc4)cc3)[C@H]2C1,10.8,-32.1,·,5.8[16.7 µM],-8.0,-0.1,-23.7
CC(=O)N(CCc1ccccc1)Cc1cc2ccc(C)c(C)c2[nH]c1=O,9.0,1.2,6.2,3.9,-89.4,-1.8,-3.8
O=C(Cc1ccc([N+](=O)[O-])cc1)NCc1ccncc1,13.9,5.2,0.8,·,-4.9,-2.0,2.0
Cc1ccc(C(=O)NC2CCC(C)CC2)s1 (stereo not drawn),-33.8,19.9,0.2,·,·,-2.6,16.6
Cc1ccn2c(c1)nc(=S)n2C(=O)c1ccccc1,70.7*,-6.1,-3.0,·,-6.1,·,·
Cn1ccc(O)c(C#N)c1=O,0.1,-21.8,·,0.8,·,-2.6,-2.4
COCC(=O)Nc1ccc2c(c1)[C@H]1C[C@H](CC(=O)NCc3ccc(Cl)cc3)O[C@H](CO)[C@H]1O2,-7.2,?,7.4,-4.3[16.7 µM],7.8,0.2,5.7
O=C(NC1CCCCC1)c1cccc(NC(=O)c2ccccc2Cl)c1,-8.5,-10.2,-2.0,2.1,14.5,-1.6,-0.4
Cc1cc(NC(=O)CN2C(=O)NC(C)(c3ccc(Cl)cc3Cl)C2=O)no1 (stereo not drawn),6.0,4.4,4.5,·,·,1.8,12.6
Cc1cccc(N2C(=O)CC(N3CCN(c4ccc(Cl)cc4)CC3)C2=O)c1 (stereo not drawn),-5.1,-2.1,12.3,-0.8,15.8,4.4,·
C[C@H]1CN([C@@H](C)CO)C(=O)Cc2cc(NC(=O)NC3CCCCC3)ccc2O[C@@H]1CN(C)Cc1ccc(Oc2ccccc2)cc1,0.7,?,-2.2,-0.6[16.7 µM],0.5,-1.1,-5.7
COc1cc(/C=N\NC(=O)CC(=O)NCCc2ccccc2)ccc1O,-5.9,4.9,9.4,·,8.2,-3.3,-15.6
CS(=O)(=O)N1CC(=O)N2[C@H](CO)[C@@H](c3ccc(C#CCc4ccccc4)cc3)[C@@H]2C1,-12.2,-1.4,·,·,-34.4,3.0,4.1
Cc1ccc(N(C)S(=O)(=O)c2cccc(C(=O)OCC(=O)c3c(N)n(C)c(=O)n(C)c3=O)c2)cc1,-3.1,?,15.9,·,-0.5,4.8,-10.7
COc1ccc(S(=O)(=O)Nc2ccc3c(c2)C(=O)N([C@@H](C)CO)C[C@@H](C)[C@@H](CN(C)S(=O)(=O)c2ccc(Cl)cc2)OCCCC[C@@H](C)O3)cc1,4.3,13.5,7.3,-6.0[16.7 µM],68.8*,1.4,4.9
CCOC(=O)N1CCN(CCC(=O)c2ccc(Br)cc2)CC1,0.3,3.1,8.1,·,-7.5,0.0,54.1
CCc1cccc(CC)c1NC(=O)c1ccc(-c2cc(Cl)ccc2Cl)o1,7.6,-12.4,3.3,-3.4,3.2,-1.3,5.3
COc1ccsc1C(=O)NCCN1CCOCC1,2.7,-0.3,·,1.0,5.1,-2.4,14.1
COc1cc(C(=O)Nc2c(C)cc(C)cc2C)c(Br)c(OC)c1OC,13.5,5.9,11.8,·,13.2,-0.7,18.6
CCCN1C(=O)C2(C(C(=O)c3ccc(C)o3)=C(O)C(=O)N2CCCOC)c2ccccc21 (stereo not drawn),-0.6,-3.3,-5.2,·,-7.9,-9.5,-1.4
COC(=O)C1Cc2c([nH]c3ccccc23)C2(CCN(Cc3ccccc3)CC2)N1 (stereo not drawn),9.6,-5.5,·,-3.1,5.4,-0.7,-11.3
CCOC(=O)C(C)N1C(=O)S/C(=C/c2ccc3c(c2)n(C)c(=O)n3C)C1=O (stereo not drawn),14.1,1.2,7.3,0.2,8.3,·,-9.8
O=C(C[C@@H]1CC[C@@H]2[C@H](COC[C@@H](O)CN2C(=O)Nc2ccc(Cl)c(Cl)c2)O1)NCc1ccc(F)cc1,-6.3,5.6,-0.8,-7.9[16.7 µM],17.1,3.0,-8.8
COc1cc(OC)c(C(=O)NCc2ccco2)cc1OC,-5.6,4.8,9.9,·,10.5,1.0,-4.2
Cc1c(C(=O)NN2CCOCC2)oc2ccccc12,-0.4,-1.8,-6.4,-1.5,1.3,-2.8,-7.5
CCCOP(=O)(c1ccc(N(C)C)cc1)C(O)c1ccncc1 (stereo not drawn),·,·,8.4,-16.3,2.1,·,·
CCOC(=O)CSC1=N/C(=C\c2cccnc2)C(=O)N1c1ccc(OC)cc1,·,·,2.9,·,1.3,·,5.5
COc1ccc(S(=O)(=O)N(C)C[C@@H]2Oc3c(NC(=O)c4cnccn4)cccc3C(=O)N([C@H](C)CO)C[C@H]2C)cc1,-16.5,2.7,·,-0.8[16.7 µM],·,-0.5,16.0
O=C(Cn1cc([N+](=O)[O-])ccc1=O)N1CCc2ccccc21,11.2,4.3,0.9,-0.6,·,0.8,·
Cc1cccc(-c2ccc([C@H]3[C@@H](CO)N4CCCCN(C(=O)c5ccncc5)C[C@@H]34)cc2)c1,-2.8,50.9*,·,8.1[16.7 µM],-8.4,1.0,-0.7
CCN1C(=O)N(S(=O)(=O)c2ccc(C)cc2)[C@@H](c2ccccc2)C(C(=O)OC)=C1C,-21.0,·,0.2,·,3.0,1.0,-17.2
CO[C@H]1CN(C)C(=O)c2cc(NC(=O)C3CCCCC3)ccc2OC[C@H](C)N(C(=O)c2ccccc2)C[C@@H]1C,4.9,-2.5,-3.4,·,4.0,-3.6,7.2
O=C(Nc1ccc(S(=O)(=O)Nc2ncccn2)cc1)C1COc2ccccc2O1 (stereo not drawn),0.5,0.0,0.3,1.0,0.4,-0.8,6.3
CN(C)N=Nc1nc2c([nH]1)c(=O)n(C)c(=O)n2C,19.6,-5.7,-0.2,-1.5,2.4,0.6,-1.6
CC(C)CN(C(=O)COC(=O)c1ccccc1SCC(=O)N1CCCC1)C1CCS(=O)(=O)C1 (stereo not drawn),3.1,-3.8,1.6,1.6,-4.0,-0.9,20.8
CCC/C=C/c1ccc(CN2C(C(C)C)C(=O)N(Cc3cn(CC4CCCCC4)nn3)CCS2(=O)=O)cc1 (stereo not drawn),2.6,-8.7,-2.2,-5.5,29.9,6.4,-9.6
O=C1C2C3CCC(O3)C2C(=O)N1c1nccs1 (stereo not drawn),-6.0,3.2,0.1,·,-4.2,3.0,-27.1
COC(=O)[C@]1(C)N[C@H](CN(C)C(=O)Nc2ccc(C)cc2)[C@@H]2C(=O)N(Cc3ccccc3)C(=O)[C@@H]21,9.8,3.0,7.1,·,1.6,6.3,0.7
Cc1ccc(C(C)c2c(C)c([N+](=O)[O-])cc(C)c2[N+](=O)[O-])cn1 (stereo not drawn),12.7,4.0,1.6,-7.5,14.4,7.2,-16.4
CCC(O)CNC(=O)NC(=C(Cl)Cl)c1ccc(C)c(F)c1 (stereo not drawn),-6.8,-5.2,2.4,2.6,52.2,-5.3,0.0
O=C(C[C@@H]1CC[C@@H](NC(=O)c2ccccn2)[C@H](CO)O1)NCc1cc(F)cc(F)c1,1.3,-1.1,-12.6,·,-1.4,-0.9,2.8
O=C(CSCc1ccc(Cl)cc1)NCc1ccccn1,-24.2,5.2,·,·,6.6,·,5.2
CNC(=S)N/N=C/c1ccc(-c2cccc(C(=O)O)c2)o1,11.7,-8.3,-3.0,·,-36.1,-2.2,8.1
Nc1cc(=O)[nH]c(SCc2nnc(-c3ccccc3)o2)n1,·,·,-1.6,2.1,-1.8,·,35.2
O=C(NC1CCC1)[C@H]1[C@H](CO)[C@H]2Cn3c(cccc3=O)[C@@H]1N2CC1CCCC1,0.2,36.0*,·,·,·,0.8,4.8
CCOc1ccccc1OCC(=O)OCC(=O)c1c(N)n(CC(C)C)c(=O)n(C)c1=O,2.7,-3.8,7.4,0.4,6.7,0.8,-60.1
COc1cc(C(C(=O)NC2CCCC2)N(CCO)C(=O)Cn2nnc(-c3ccc(C)o3)n2)ccc1O (stereo not drawn),1.0,-3.3,4.7,-3.0,8.3,0.2,5.5
COc1cccc(CN2CCNC(=O)C2CC(=O)NCCn2ccc3ccccc32)c1OC (stereo not drawn),14.1,2.0,-3.3,·,10.9,-1.5,-7.3
CC(=O)c1c(C)[nH]c(C(=O)CN2C(=O)NC(C)(CCC(C)C)C2=O)c1C (stereo not drawn),2.6,-5.8,-7.5,·,-3.9,-4.3,-7.4
O=C(C[C@@H]1C[C@@H]2c3cc(NC(=O)CC4CC4)ccc3O[C@@H]2[C@H](CO)O1)NCc1ccccc1F,-5.7,-3.1,-4.6,-5.2[16.7 µM],·,-0.6,1.1
